# Screening data from PubChem BioAssay.
# LmPK inhibitor – LmPK (Leishmania mexicana) enzyme inhibition. Potency, µM (doses to about 57.5 µM), for inactives: at the highest dose activity change, negative = inhibition, usual class: inhibitors. AID 1721. Q27686. purified LmPK, Kinase-Glo ATP luminescence, 1 h. 0.37% of 290,000 active
# Target sequence (Q27686 whole entry, looked up): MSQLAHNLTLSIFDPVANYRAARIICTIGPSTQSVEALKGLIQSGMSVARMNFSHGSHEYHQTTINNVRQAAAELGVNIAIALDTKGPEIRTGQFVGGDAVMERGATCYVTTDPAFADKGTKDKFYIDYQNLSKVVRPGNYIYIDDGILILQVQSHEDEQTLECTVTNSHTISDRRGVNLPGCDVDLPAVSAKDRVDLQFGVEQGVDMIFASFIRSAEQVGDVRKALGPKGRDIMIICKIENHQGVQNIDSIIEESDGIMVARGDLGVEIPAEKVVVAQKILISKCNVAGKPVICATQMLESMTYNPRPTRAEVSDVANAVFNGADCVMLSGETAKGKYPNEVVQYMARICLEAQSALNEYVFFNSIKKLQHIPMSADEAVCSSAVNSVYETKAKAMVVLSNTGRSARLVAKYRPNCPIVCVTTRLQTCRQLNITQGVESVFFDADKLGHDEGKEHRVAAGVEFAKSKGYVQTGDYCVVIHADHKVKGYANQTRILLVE
#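 Kinase-Glo luminescence read after 1 h RT reaction of 0.1 nM LmPK with 0.5 mM PEP and 0.1 mM ADP. Activity scaled between uninhibited and enzyme-free controls.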
# Sm TGR block – blocks Schistosoma mansoni thioredoxin glutathione reductase. 3% of 360,000 active. Q962Y6. Potency, µM (top dose mostly 114 µM), for inactives: top-dose activity change, negative = inhibition, usual class: inhibitors. purified TGR, DTNB reduction, TNB absorbance 405 nm; note: nearly all actives have a fitted effect of over 60% in size
#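 First, TGR (20 nM dispensed) and NADPH were mixed with compound. Second, a 15 min room-temperature incubation followed. Third, further NADPH and then DTNB were added to start the reaction. Finally, TNB absorbance was monitored kinetically.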
# Pf growth 48h – P. falciparum growth inhibition at 48 hours (one generation); P. falciparum luciferase growth in erythrocytes, 48 h; Potency, µM (highest dose often 28.7 µM), without a hit: top-dose activity change, negative = inhibition, usual class: inhibitors; 5.9% of 310,000 active
#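 Luciferase-expressing P. falciparum in infected erythrocytes (2% hematocrit, 0.1% parasitemia final) in RPMI 1640/0.5% Albumax were exposed to compound for 48 hours at 37 C, 5% CO2; growth read as luminescence.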
# Pf growth 96h – inhibits malaria parasite growth, 96 h; P. falciparum luciferase reporter growth, 96 h; Potency, µM (highest dose often 28.7 µM), for the others: top-dose activity change, negative = inhibition, hits mostly inhibitors; 6.9% of 320,000 active
#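 Luminescence readout: decreased luciferase signal marks inhibited growth of reporter-expressing P. falciparum in infected red cells (2% hematocrit, 0.05% parasitemia final), exposed to compound two generations (96 h, 37 C, 5% CO2).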
# HCV inh – HCV inhibition; AID 651820; 3.4% of 340,000 active; Huh7.5.1 HCVcc-Cre infection, luciferase reporter, 44 h; Potency, µM (series often up to 41.8 µM), for the others: at the highest dose activity change, negative = inhibition, most hits filed as inhibitors
#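 Reporter virus HCVcc-Cre (~0.5 moi) infects cells exposed to compound; seeding density 1,000 cells/well with 4 h settling beforehand. Luminescence, 15 sec read, taken 44 h post-infection following a 15 min RT substrate incubation.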
# Tb PYK inh – T. brucei pyruvate kinase inhibition | Q57TT1 | Potency, µM (titrated, usually from 76.8 µM), for the others: top-dose activity, negative = inhibition, hits mostly inhibitors | 0.12% of 410,000 active | TbPYK enzyme, Kinase-Glo Plus ATP luminescence, 45 min; note: nearly all actives have a fitted effect of over 50% in size
#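 Glycolytic pyruvate kinase of T. brucei was incubated with substrate, test compound and 130 uM ADP for 45 minutes at room temperature. Luminescent Kinase-Glo Plus signal was measured after 10 minutes.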
# Starred values were filed as active, the others as inactive; i = inactive; ? = inconclusive; · = no result given; & = joins results of further samples; [ ] = another dose, or the depositor's remark. Calls come from the whole dose curve; as a rule, active = well fitted curve in the direction sought with a large enough effect; inconclusive = small, poorly fitted or top-dose-only effect, or another doubt; inactive = no such curve, though single readings can be large; an effect the other way counts as inactive or inconclusive. % is set by controls: 0 for no effect and ±100 for the full control effect; potency is the fitted concentration of half-maximal effect.
# Below each SMILES: LmPK inhibitor | Sm TGR block | Pf growth 48h | Pf growth 96h | HCV inh | Tb PYK inh
CCCCc1c(C)c(C#N)c2nc3ccccc3n2c1Cl
→ 4% | 3.5µM* | -29% | ? | 21% | ·
CN1C(=O)/C(=N\OC(=O)c2ccccc2Cl)c2ccccc21
→ 0% | ? | 14% | -21% | 22% | -3%
Cn1cc(C=C2C(=O)OC3(CCCCC3)OC2=O)c2ccccc21
→ 7% | -4% | ? | 2% | -10% | 0%
CC(Oc1ccccc1)C(=O)N1CCN(c2ncccn2)CC1 (stereo unspecified)
→ · | -4% | 7% | -2% | -1% | -4%
O=S(=O)(c1ccc2c(c1)C(O)c1ccccc1CC2)C(F)(F)F (stereo unspecified)
→ · | -8% | 7.4µM* | 3.3µM* | · | 5%
COc1cccc(NC(=O)CN(C)CC(=O)NCc2ccc3c(c2)OCO3)c1
→ · | -11% | 41%[activator] | 55%[activator] | 1% | 1%
CC(CN1CCNCC1)(NS(=O)(=O)c1ccccc1)c1ccccc1 (stereo unspecified)
→ -3% | -25% | 0% | · | ? | 0%
Cc1ccc(C(c2sc3ncnn3c2O)N2CCCCC2)cc1 (stereo unspecified)
→ 6% | 5% | ? | ? | -22% | 2%
CCOC(=O)Cc1c(C)nc2c(C#N)c(C)nn2c1C
→ -3% | -11% | ? | · | -2% | -9%
Cc1ccc(-c2nn(-c3ccccc3)cc2CN(Cc2ccccc2)C(=O)CCC(=O)O)o1
→ -23% | 7.9µM* | -24% | ? | 8%&8% | ?
COc1cccc(C(=O)CN2C3=NCCCN3c3ccccc32)c1
→ 13% | -24% | ? | 8% | ? | -2%
COc1ccccc1NC(=O)CN1CCN(c2ccccn2)CC1
→ -2% | -3% | ? | 265%[activator] | -1% | 2%
CCCCCn1c(CNC(C)=O)nc2ccccc21
→ -1% | -5% | -7% | · | 0% | -1%
COc1ccc(CCNC(=O)C(C)n2nc(C)n3c(cc4occc43)c2=O)cc1OC (stereo unspecified)
→ -3% | -6% | 2% | 13µM* | 5% | -1%
CN(c1ccccc1C(=O)O)S(=O)(=O)c1ccc2[nH]c(=O)oc2c1
→ · | -2% | 41%[activator] | 7% | · | -4%
CCN(CC)CCNc1nc2ccccc2n1C
→ -2% | -1% | -15% | · | -22% | 1%
COc1ccc(N2CCN(C(=O)COC(=O)CCOc3ccccc3C)CC2)cc1
→ · | -4% | 13% | 16% | 4% | -2%
COc1ccc(C2C(C#N)C(C#N)N3CCCN23)cc1 (stereo unspecified)
→ -1% | -25% | -12% | 2% | 15% | 8%
O=C(COC(=O)c1ccc(Cl)nc1)NCCNC(=O)COC(=O)c1ccc(Cl)nc1
→ · | 37%[activator] | -9% | -14% | 23% | 2%
CC(CCc1ccccc1)NCC(O)c1ccc(O)c(C(N)=O)c1 (stereo unspecified)
→ 1% | 1% | 13µM* | ? | 0%[8.37 µM] | -4%
COc1ccc(C(=O)Nc2nnc(SCC(=O)NC3CCCC3)s2)c(OC)c1
→ 9% | 5% | 114%[activator] | 130%[activator] | 20% | 8%
CC(C)CCN(C(=S)Nc1cccc(F)c1)C(C)c1cccs1 (stereo unspecified)
→ 0% | -15% | -25% | ? | ? | -1%
CC1=C(C(N)=O)C(c2ccncc2)n2nc(-c3ccccc3Cl)nc2N1 (stereo unspecified)
→ 0% | -4% | 50%[activator] | -3% | ? | 4%
CCOC(=O)c1c(Cc2ccc(Cl)cc2)c[nH]c1C
→ 2% | -7% | 17% | 15% | 7% | 5%
Cc1ccccc1C(=O)N1CCC(C(=O)Nc2ccccc2N2CCCC2)CC1
→ · | -9% | -26% | ? | ? | -1%
Cc1ccc(C)c(C(=O)Nc2nc3ccccc3[nH]2)c1
→ 3% | 4% | 43%[activator] | 53%[activator] | 14% | 3%
O=C1NC(c2cc3ccccc3nc2Cl)Nc2ccccc21 (stereo unspecified)
→ 3% | 5% | 2.9µM* | 1.9µM* | 10% | 2%
CC(C)(C)N1C(=O)Cc2c1nc(N)c1c(N)nc(N3CCCCC3CO)c(C#N)c21 (stereo unspecified)
→ 2% | ? | ? | 5.9µM* | ? | ?
CCC1CCCCN1CCCNC(=O)c1ccc2c(c1)NC(=O)CS2 (stereo unspecified)
→ -1% | 0% | ? | 24% | -25% | 2%
CC1CCN(S(=O)(=O)c2ccc(C(=O)Nc3ccccn3)cc2)CC1
→ · | -2% | ? | ? | ? | -2%
CCOc1ccc(NC(=S)N2CCC(c3nc4ccccc4[nH]3)CC2)cc1
→ 6% | -14% | -27% | -27% | ? | -1%
Fc1ccc(Cn2cccc2C2=NC(c3ccccc3)CO2)cc1 (stereo unspecified)
→ -1%[11.5 µM] | 14% | 8% | ? | 9% | 4%
O=C(Nc1ccc(F)cc1)NC1CCN(Cc2c(F)cccc2Cl)CC1
→ 2% | 16% | -23% | -2% | ? | 2%
Cc1cc(-c2ccco2)n2c(nc3ccccc32)c1C#N
→ 4% | 50µM* | 12µM* | 69%[activator] | ? | -21%
O=C(CCSCCc1ccccn1)Nc1cccc([N+](=O)[O-])c1
→ 1% | -4% | -6% | 0% | 9% | 2%
C/C(=N\NC(=O)CC1N=C(Cc2ccccc2)NNC1=O)c1ccc(C)cc1 (stereo unspecified)
→ -3% | -1% | -1% | -1% | ? | -2%
CCOC(=O)CC(c1ccc(N)cc1)n1c(C)ccc1C (stereo unspecified)
→ 7% | ? | ? | ? | -3% | 2%
C=CCn1cnc2c(nnn2Cc2ccc(F)cc2)c1=O
→ 0% | -6% | ? | ? | 3% | -1%
COc1ccc(/C=C(/NC(=O)c2ccc([N+](=O)[O-])cc2)C(=O)NCCCN(C)C)cc1
→ 1% | -15% | -34%[5.75 µM] | 6% | -6% | 3%
Cc1nc2ccccc2c2oc(C(=O)NCCN3CCCCC3C)cc12 (stereo unspecified)
→ -4% | 1% | ? | ? | ? | 1%
Cc1cccc(NC(=O)c2ccc3c(Cl)c4c(nc3c2)CCCC4)n1
→ -5% | -23% | -62% | 19% | ? | -2%
O=C(O)C1CC=C(Cl)CC1C(=O)NC1CCCCC1 (stereo unspecified)
→ -5% | 1% | 3% | -17% | 18% | 0%
O=C(CNC(=O)c1ccc(Cl)cc1Cl)NCc1ccccn1
→ · | 5% | 10% | 7% | 10% | -5%
CCOc1ccc(C(=O)NC2CCN(C(=O)Nc3ccc(F)cc3)CC2)cc1
→ 6% | -5% | -9% | ? | 8% | -4%
COc1ccc(CCC(C)N2CCc3ccccc3C2)cc1 (stereo unspecified)
→ 1% | 3% | 20% | 2% | 0% | 0%

# Reformatted in CSV form: entries from further up.
Molecule,LmPK inhibitor,Sm TGR block,Pf growth 48h,Pf growth 96h,HCV inh,Tb PYK inh
CCN(CC)CCNc1nc2ccccc2n1C,-2%,-1%,-15%,·,-22%,1%
COc1ccc(N2CCN(C(=O)COC(=O)CCOc3ccccc3C)CC2)cc1,·,-4%,13%,16%,4%,-2%

# (listing goes on)
# Below each SMILES: LmPK inhibitor | Sm TGR block | Pf growth 48h | Pf growth 96h | HCV inh | Tb PYK inh
CN(CC(O)Cn1c2ccccc2c2ccccc21)S(C)(=O)=O (stereo unspecified)
→ -4% | 3%[57.1 µM] | ? | -21% | 12% | -1%
COc1ccc(-c2cc(C(=O)Nc3cccc(Cl)c3)no2)cc1
→ -5% | 17% | 128%[activator] | -2% | 8% | 0%
O=[N+]([O-])c1ccc(Cl)cc1Sc1cccc2cccnc12
→ 2% | 0% | -25% | -15% | -19% | -5%
CCOc1ccc(C2/C(=C(\O)c3cccc(OC)c3)C(=O)C(=O)N2c2ccccn2)cc1OC (stereo unspecified)
→ 3% | 6% | -7% | 0% | 20% | 4%
O=C(/C(C=Nc1ccc(Br)cc1)=C(/O)c1ccco1)C(F)(F)F
→ 5% | -17% | 228%[activator] | 2.9µM* | -3% | -1%
CCOc1ccccc1Nc1nnc(SCC(=O)Nc2cccc(S(=O)(=O)NC3=NCCCCC3)c2)s1
→ 3% | -1% | ? | 9.3µM* | ? | -12%
CCOc1ccc(NC(=S)N(CCCN2CCCC2)Cc2cccn2Cc2ccc(Cl)cc2)cc1
→ 1% | -11% | ? | 1% | ? | -2%
Cc1cc(NCCC(C)C)n2nc(C)c(-c3ccccc3)c2n1
→ -2% | -2% | 9.3µM* | · | 8.9µM* | -6%
CC1(c2ccccc2)NCCN2C(=O)CSC21 (stereo unspecified)
→ 7% | -1% | -4% | · | 29% | 0%
CC(C)[C@H](NC(=O)N1CCn2c1nc1ccccc12)C(=O)NCc1ccc(F)cc1
→ 8% | 0% | -24% | -7% | 7% | 4%
CC(=O)c1ccccn1
→ · | 1% | ? | 44%[activator] | 19% | 0%
COCCN=C1Sc2nc3cc(C)c(C)cc3cc2CN1Cc1cccs1
→ 2% | -21% | 10µM* | ? | -26% | -2%
O=C(C(Cc1ccccc1)N1C(=O)C2C3C=CC(C3)C2C1=O)N1CCCCCC1 (stereo unspecified)
→ 7% | 79µM* | -22% | · | 10% | 1%
O=C(CN(Cc1ccc(F)cc1)C(=O)CNS(=O)(=O)c1ccc(F)cc1)NCc1ccco1
→ 3% | -10% | 5% | 16% | -28% | -3%
CN(C)CCNc1ncnc2ccccc12
→ -7% | -1% | 11% | · | 0% | 4%
CCN(CC)C(=O)CSc1nnc(-c2cccc(OC)c2)o1
→ 0% | 1% | 12% | -11% | 3% | 4%
Cc1ccc(-n2nc3c(n2)/C(=N/O)CC/C3=N\O)cc1
→ 14µM* | 9% | i | · | -29% | -14%
O=C(O)C1CC=CCC1C(=O)Nc1ccc2c(c1)CCC2 (stereo unspecified)
→ -1% | 2% | 6% | 14% | 16% | -5%
O=C(Nc1ccc(O)cc1)c1c(O)c2c([nH]c1=O)CCCC2
→ 7% | -1% | 345%[activator] | 28% | ? | 0%
CC1CC(C)CN(C(=S)Nc2ccc(OC(F)F)cc2)C1 (stereo unspecified)
→ 0% | -4% | 26% | 27% | 41%[activator] | -7%
O=C(CN1C(=O)c2ccccc2S1(=O)=O)N1CCN(c2ccc(F)cc2)CC1
→ 3% | 1% | -1% | ? | 4% | 3%
NC(=O)COC(=O)CC12CC3CC(CC(Br)(C3)C1)C2
→ 0% | 3% | -7% | 19% | 6% | 2%
COc1ccccc1OCCN1C(=O)S/C(=C\c2ccco2)C1=O
→ 3% | ? | 28% | -3% | -3% | -2%
COCCNc1c2c(nc3c(-c4ccccc4)c(C)nn13)CCCC2
→ 2% | 12% | ? | 9% | ? | 1%
O=C(Nc1nc(-c2cc3ccccc3o2)cs1)c1ccc(S(=O)(=O)N2CCCC2)cc1
→ 2% | -5% | -28% | 13µM* | ? | 3%
Cn1cc(CNC(=O)C2c3ccccc3Oc3ccccc32)cn1
→ -2% | -7% | -18% | 36%[activator] | 1% | 3%
Cc1ccc(C(=O)c2ccccc2C(=O)Nc2ccccc2)cc1
→ · | 0% | ? | 39%[activator] | -10% | -5%
Cc1cccc(NS(=O)(=O)c2ccc(C(=O)N3CC(C)OC(C)C3)cc2)c1C (stereo unspecified)
→ · | -3% | -25% | -10% | -8% | -12%

# Reformatted: 4 of the compounds above
COCCNc1c2c(nc3c(-c4ccccc4)c(C)nn13)CCCC2
  LmPK inhibitor = 2%
  Sm TGR block = 12%
  Pf growth 48h = ?
  Pf growth 96h = 9%
  HCV inh = ?
  Tb PYK inh = 1%
O=C(Nc1nc(-c2cc3ccccc3o2)cs1)c1ccc(S(=O)(=O)N2CCCC2)cc1
  LmPK inhibitor = 2%
  Sm TGR block = -5%
  Pf growth 48h = -28%
  Pf growth 96h = 13µM*
  HCV inh = ?
  Tb PYK inh = 3%
Cn1cc(CNC(=O)C2c3ccccc3Oc3ccccc32)cn1
  LmPK inhibitor = -2%
  Sm TGR block = -7%
  Pf growth 48h = -18%
  Pf growth 96h = 36%[activator]
  HCV inh = 1%
  Tb PYK inh = 3%
Cc1ccc(C(=O)c2ccccc2C(=O)Nc2ccccc2)cc1
  LmPK inhibitor = ·
  Sm TGR block = 0%
  Pf growth 48h = ?
  Pf growth 96h = 39%[activator]
  HCV inh = -10%
  Tb PYK inh = -5%
